SR-BI HDL uptake – inhibitors of mouse SR-BI mediated HDL lipid uptake; Q61009; inhibition, % at 12.5 µM; 320,000 tested, 0.96% active; ldlA[mSR-BI] CHO cells, DiI-HDL uptake fluorescence, 3 h;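 active = mean replicate inhibition of at least 70% and a set share of replicates each scoring 70 or more; inconclusive = meets just one of the two criteria; inactive = fails both criteria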;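 note: 0% = median of neutral control wells and 100% = median of positive control wells; values of inactives mirror those of a sister screen read the other way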
Wnt act – activators of Wnt/beta-catenin signaling. Wnt/beta-catenin reporter cell assay, activator, plate reader. AID 743398. 300,000 tested, 1.2% active. activation, % at 9.35 µM; in the data active = activation above about 30%, passing the limit was not always enough; inconclusive = no clear call, values can overlap the other calls;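 note: 0% = neutral control wells and 100% = positive control wells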
CDK5 p35 inh – inhibitors of human CDK5/p35 kinase; Q00535+Q15078; Recombinant CDK5/p35, ADP-Glo luminescence, 60 min; inhibition, % at 10 µM; 330,000 tested, 0.01% active; AID 488839;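 active = highest replicate inhibition of at least 50% and at least 75% of replicates reaching 50%; inconclusive = only one of the two criteria met; inactive = both criteria failed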;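 note: plate controls were DMSO neutral control for no effect and GW8510 at 10 µM for full effect; many of its hits are not listed in these tables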
Target sequence (Q00535 whole entry, looked up): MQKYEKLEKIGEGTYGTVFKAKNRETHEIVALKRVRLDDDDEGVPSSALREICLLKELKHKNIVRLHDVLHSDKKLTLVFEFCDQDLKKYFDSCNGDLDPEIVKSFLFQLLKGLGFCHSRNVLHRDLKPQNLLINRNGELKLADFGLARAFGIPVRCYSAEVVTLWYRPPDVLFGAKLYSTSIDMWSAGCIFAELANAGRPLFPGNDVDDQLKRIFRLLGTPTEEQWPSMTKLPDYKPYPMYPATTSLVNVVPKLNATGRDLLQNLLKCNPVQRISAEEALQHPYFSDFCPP
Target sequence (Q15078 whole entry, looked up): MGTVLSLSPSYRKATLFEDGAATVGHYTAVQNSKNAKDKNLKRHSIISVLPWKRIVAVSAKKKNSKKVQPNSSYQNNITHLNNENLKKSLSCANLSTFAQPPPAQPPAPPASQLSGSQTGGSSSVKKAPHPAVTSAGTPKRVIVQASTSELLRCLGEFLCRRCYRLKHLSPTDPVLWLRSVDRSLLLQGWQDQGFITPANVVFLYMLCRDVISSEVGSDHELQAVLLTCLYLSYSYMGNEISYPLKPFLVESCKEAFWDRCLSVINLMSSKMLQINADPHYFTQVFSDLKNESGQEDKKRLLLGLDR
PvdQ inh – P. aeruginosa PvdQ acylase inhibition | purified PvdQ acylase, fluorescence plate reader | 340,000 tested, 0.063% active | inhibition, % at 10 µM; in the data active = inhibition above about 30%, passing the limit was not always enough; inconclusive = no clear call, values can overlap the other calls;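 note: 0% = vehicle neutral wells and 100% = reference inhibitor wells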
Rtt109 Vps75 – C. albicans Rtt109 histone acetyltransferase inhibition; purified Rtt109/Vps75, ThioGlo CoA-SH fluorescence, 4 h; inhibition, % at 34.9 µM; Q5AAJ8; 330,000 tested, 0.16% active;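 active = inhibition of at least 50% in every replicate; inconclusive = best replicate reaches 50% inhibition but some replicates fall short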
Target sequence (Q5AAJ8 whole entry, looked up): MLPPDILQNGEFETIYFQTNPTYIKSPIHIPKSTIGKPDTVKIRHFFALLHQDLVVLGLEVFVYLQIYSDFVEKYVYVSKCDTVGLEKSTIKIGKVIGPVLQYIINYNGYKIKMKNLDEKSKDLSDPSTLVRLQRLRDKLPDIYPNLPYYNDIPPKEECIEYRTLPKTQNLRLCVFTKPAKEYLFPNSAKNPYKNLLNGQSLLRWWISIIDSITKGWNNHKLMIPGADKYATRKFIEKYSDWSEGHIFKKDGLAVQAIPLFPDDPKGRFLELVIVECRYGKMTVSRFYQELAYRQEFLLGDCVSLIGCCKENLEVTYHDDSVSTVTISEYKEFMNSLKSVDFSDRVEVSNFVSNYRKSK
cardiac RTF act – cardiac RTF calcium sensitization. P19429+P45379. IANBD-labeled TnC RTF fluorescence at EC20 calcium; 0% EC20 calcium, 100% full calcium. activation, % at 7.2 µM. 340,000 tested, 0.24% active. AID 493008;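 active = activation above the mean over all tested compounds plus 3 SD, cut at about 30% in these data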;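 note: rise in fluorescence read as greater calcium sensitivity of cardiac thin filaments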
dFosB activator – enhances mouse delta FosB homodimer DNA binding. 340,000 tested, 0.99% active. purified delta FosB, TAMRA-CDK5 oligo fluorescence polarization; percent of positive-control signal above neutral wells. activation, % at 25 µM. AID 493131;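 active = mean activation above about 17%, with every replicate also reaching it, limit read from the data, passing the limit was not always enough; inconclusive = only one of the two conditions met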;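 note: fluorescence polarization rise as delta FosB binds a TAMRA Cdk5 AP-1 oligo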
SR-BI uptake up – SR-BI HDL lipid transfer activation; CHO ldlA[mSR-BI] cells, DiI-HDL uptake fluorescence, 3 h; 100 = double the neutral-control signal; activation, % at 12.5 µM; 320,000 tested, 0.096% active;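 active = mean replicate activation of at least 60% and every replicate at or above 60%; inconclusive = mean or all-replicate condition met, but not both; inactive = mean below 60% and not all replicates reaching 60%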;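 note: 0% = median plate neutral-control signal and 100% = twice that signal; values of inactives mirror those of a sister screen read the other way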
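Test system: SR-BI-overexpressing, LDLR-lacking CHO cells. Measured by: DiI fluorescence, bottom read. Medium: Ham's F12 with 0.5% BSA, HEPES 25 mM, pH 7.4. Timing: 3 h uptake period with compound, 37 °C.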
HTR5A ag ctr – HTR5A agonism, opioid heterodimer counter-screen; P47898; HTR5A agonist assay, luminescence, cell-based; activation, % at 9.3 µM; 340,000 tested, 0.61% active; in the data active = activation mostly above about 9.5%, no sharp cut-off; inactive = mostly below about 7.6%;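 note: 0% = cells with vehicle only and 100% = reference agonist; strong numbers were not always called active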
MITF TRPM1 HTS – activators of MITF-driven TRPM1 promoter activity in SK-MEL-5 cells. SK-MEL-5 TRPM1-promoter luciferase, 24 h; % of positive control, neutral wells = 0. 300,000 tested, 0.75% active. activation, % at 12.5 µM. AID 588334;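 active = mean activation of at least 80% with every replicate also reaching 80%; inconclusive = mean reaches 80% but some replicate falls short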;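 note: 0% = neutral control wells and 100% = parthenolide positive control wells; values of inactives mirror those of a sister screen read the other way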
Active calls of the source: *; ? = inconclusive; . = not tested or not shown.

SMILES	SR-BI HDL uptake	Wnt act	CDK5 p35 inh	PvdQ inh	Rtt109 Vps75	cardiac RTF act	dFosB activator	SR-BI uptake up	HTR5A ag ctr	MITF TRPM1 HTS
O=C1c2ccccc2NC(c2ccc(-c3cccc(F)c3)o2)N1O (stereo unspecified)	-2	46*	-0.2	-7	-10	-8	-7	2	3	?
CCOc1ccc(C(=O)CC(Sc2ccc(C)cc2)C(=O)O)cc1 (stereo unspecified)	-5	-1	-5.3	-7	16	6	-5	5	-2	2
COc1cccc(OCc2cc(C(=O)N3CCN(C)C(c4ccccc4)C3)no2)c1 (stereo unspecified)	-24	.	-0.1	11	12	-4	-2	24	3	48
COc1cc(/C=C/C(=O)O)cc(S(=O)(=O)N(C)CCO)c1OC	-15	-2	-1.4	-15	-2	-4	3	15	-13	-5
Fc1cnc(N2CCc3ccccc32)nc1N1CCc2ccccc21	45	11	1.9	2	3	-5	0	-45	6	35
COc1ccc(C(=O)Nc2sc(C)c(-c3ccccc3)c2C#N)cc1OC	85*	.	1.5	-14	0	-2	-1	-85	3	40
CCC(C)(C)NC(=O)C(c1ccncc1)N(Cc1ccc(C)cc1)C(=O)c1csnn1 (stereo unspecified)	-16	-7	-1.8	0	14	-4	-11	16	-7	.
CCC(C(=O)NCc1ccco1)n1nc(-c2ccc(OC)cc2)ccc1=O (stereo unspecified)	51	.	-0.1	-11	-5	-3	-1	-51	4	-12
Cc1ccc(NC(=O)C2CCN(S(=O)(=O)c3ccc4c(c3)OCCCO4)CC2)nc1	-4	-3	0.6	-5	-2	0	-1	4	-8	-28
Cn1nc(C(=O)NCC2COc3ccccc3O2)c2ccccc2c1=O (stereo unspecified)	-11	10	0.1	-14	-5	-5	-17	11	-2	-1

Ordered by value in Rtt109 Vps75 (ascending): 3 of the compounds above.
molecule	Rtt109 Vps75
COc1ccc(C(=O)Nc2sc(C)c(-c3ccccc3)c2C#N)cc1OC	0
COc1cccc(OCc2cc(C(=O)N3CCN(C)C(c4ccccc4)C3)no2)c1 (stereo unspecified)	12
CCOc1ccc(C(=O)CC(Sc2ccc(C)cc2)C(=O)O)cc1 (stereo unspecified)	16

Next records:
SMILES	SR-BI HDL uptake	Wnt act	CDK5 p35 inh	PvdQ inh	Rtt109 Vps75	cardiac RTF act	dFosB activator	SR-BI uptake up	HTR5A ag ctr	MITF TRPM1 HTS
CC1(C)C(=O)OC(c2cc(Br)ccc2O)C(C)(C)C1=O (stereo unspecified)	13	.	-0.9	6	4	2	0	-13	0	-1
CCOc1cc(CNC2CCCC2)c(Cl)cc1OCC(=O)Nc1ccccc1	56	-2	-2.0	-15	-7	-1	2	-56	0	20
CN(CC(=O)Nc1ccccc1Sc1ccccc1)Cc1nc2ccccc2c(=O)[nH]1	-8	0	0.8	-10	-2	0	-12	8	0	-12
O=C1C(=O)N(Cc2cccs2)c2ccccc21	-9	-1	-0.1	-8	-2	1	-5	9	0	-4
COC(=O)/C(NC(C)=O)=C(\C)c1ccc(Cl)cc1	-35	.	0.9	0	-6	0	5	35	0	2
COc1ccc(-c2csc(NC(=S)NC(=O)c3ccco3)n2)cc1Br	18	0	1.3	-6	3	-1	14	-18	1	1
CCCCN1C(=O)N(c2ccc(Cl)cc2)C(C)(O)CC1(C)C (stereo unspecified)	-12	16	0.4	-4	-12	-8	6	12	1	-5
FC(F)(F)c1ccncc1-c1nnnn1-c1ccc(Cl)cc1	-25	-1	-0.7	20	7	0	-1	25	-3	3
O=C(NCCC1=CCCCC1)c1c(O)nc2ccccn2c1=O	-8	6	0.6	-3	13	9	-5	8	0	32
O=C(CCc1nc2cccnc2n1Cc1ccccc1)N1CCOCC1	-2	.	2.0	-7	10	0	5	2	11	-9
CC(=O)Cc1nsc(Nc2ccc(C)cc2)n1	-16	?	0.8	-9	-2	14	-2	16	1	51
CC(=O)N1CCN(S(=O)(=O)c2cccc(C(=O)NC3CCCc4ccccc43)c2)CC1 (stereo unspecified)	6	.	-1.1	-18	2	1	7	-6	-2	0
O=C(NCc1nnnn1-c1ccc(F)c(F)c1)c1ccc2ccccc2c1	10	-1	-0.1	6	7	0	1	-10	6	-7
COC(=O)c1nn(-c2ccccc2)c(Sc2ccccc2)c1/C=N/O	24	.	0.6	-14	7	5	3	-24	8	4
CCS(=O)(=O)N1Cc2ccccc2CC1C(=O)Nc1nnc(SCc2ccc(F)cc2)s1 (stereo unspecified)	-11	-4	-0.3	-8	-5	0	-9	11	4	-4
CCC(=O)N1CCc2cc(S(=O)(=O)NCCC(=O)N3CCN(Cc4ccccc4)CC3)ccc21	9	-10	-0.8	0	.	-1	-4	-9	0	.
CCCN(CCC)CCCNc1ccc(C(=O)Nc2cccc(OC)c2)cc1[N+](=O)[O-]	62	0	-0.1	-7	4	1	6	-62	-2	19
CCOc1ccc(NC(=S)Nc2ccccc2C2CC2)cc1	9	.	1.3	1	-7	0	-3	-9	-1	-15
Cc1ccc(S(=O)(=O)NCCc2cc3ccc(C)c(C)c3[nH]c2=O)cc1	-23	-2	0.0	-4	-3	-5	-7	23	1	-2
CC(=O)NCCn1c(SCc2ccccc2F)nc2ccccc2c1=O	28	-4	-0.7	-13	0	3	-18	-28	0	.

Seven of these compounds in another layout.
smiles | SR-BI HDL uptake | Wnt act | CDK5 p35 inh | PvdQ inh | Rtt109 Vps75 | cardiac RTF act | dFosB activator | SR-BI uptake up | HTR5A ag ctr | MITF TRPM1 HTS
COC(=O)c1nn(-c2ccccc2)c(Sc2ccccc2)c1/C=N/O | 24 | . | 0.6 | -14 | 7 | 5 | 3 | -24 | 8 | 4
CCS(=O)(=O)N1Cc2ccccc2CC1C(=O)Nc1nnc(SCc2ccc(F)cc2)s1 (stereo unspecified) | -11 | -4 | -0.3 | -8 | -5 | 0 | -9 | 11 | 4 | -4
CCC(=O)N1CCc2cc(S(=O)(=O)NCCC(=O)N3CCN(Cc4ccccc4)CC3)ccc21 | 9 | -10 | -0.8 | 0 | . | -1 | -4 | -9 | 0 | .
CCCN(CCC)CCCNc1ccc(C(=O)Nc2cccc(OC)c2)cc1[N+](=O)[O-] | 62 | 0 | -0.1 | -7 | 4 | 1 | 6 | -62 | -2 | 19
CCOc1ccc(NC(=S)Nc2ccccc2C2CC2)cc1 | 9 | . | 1.3 | 1 | -7 | 0 | -3 | -9 | -1 | -15
Cc1ccc(S(=O)(=O)NCCc2cc3ccc(C)c(C)c3[nH]c2=O)cc1 | -23 | -2 | 0.0 | -4 | -3 | -5 | -7 | 23 | 1 | -2
CC(=O)NCCn1c(SCc2ccccc2F)nc2ccccc2c1=O | 28 | -4 | -0.7 | -13 | 0 | 3 | -18 | -28 | 0 | .

Remaining list, next part:
SMILES	SR-BI HDL uptake	Wnt act	CDK5 p35 inh	PvdQ inh	Rtt109 Vps75	cardiac RTF act	dFosB activator	SR-BI uptake up	HTR5A ag ctr	MITF TRPM1 HTS
O=C(CCc1ccc(S(=O)(=O)N2CCOCC2)cc1)Nc1ccc2ccccc2c1	27	-9	-0.7	-17	4	3	-1	-27	-1	6
COc1ccc2nc(/C(C#N)=C\c3ccc(Oc4ccc([N+](=O)[O-])cn4)cc3)[nH]c2c1	54	.	-0.2	-15	-6	4	-11	-54	8	8
COc1cc(/C=N\n2nnnc2N)ccc1OCc1ccc(F)cc1	39	.	1.3	9	-5	-5	-8	-39	1	.
O=C1c2ccccc2-c2c1nc1c([n+]2[O-])CCCC1	-2	.	-0.2	-12	1	5	-10	2	-10	2
C=CCN(C(=O)CNC(=O)c1ccco1)C(C(=O)NC1CCCC1)c1cccs1 (stereo unspecified)	10	-7	-0.1	-8	-2	7	1	-10	-5	5
Cc1cccc(CCNC(=O)C2CCN(S(=O)(=O)c3cccc4cccnc34)CC2)c1	24	-1	0.3	-5	10	-3	-8	-24	-2	-3
CCCc1nc2ccc(NC(=O)NCCC(=O)OCC)cc2c(=O)n1Cc1cccc(Cl)c1	68	.	-1.3	-1	-4	1	1	-68	16	4
COc1ccc(/C=N/NC(=O)c2ccc(N(C)S(=O)(=O)c3ccccc3)cc2)c(OC)c1	64	-5	-1.2	15	49	0	5	-64	0	-6
CC1CCCC(C)N1CCCNC(=O)c1cc2c(=O)n(C)c3ccccc3c2n1C (stereo unspecified)	60	1	1.3	-12	8	3	-18	-60	-2	-4
Cc1cccnc1NC(=O)CCc1c[nH]c2ccccc12	6	1	1.4	11	4	2	-3	-6	7	1
CCn1ncc(/C=N\NC(=O)COc2ccccc2)c1C	-7	-3	.	-9	-1	-3	-10	7	3	8
CN(C)C(=S)SCC(=O)NCc1ccc(F)cc1	-2	0	0.8	19	3	2	3	2	2	12
N#CC1=C(SCC(N)=O)NC2=C(C(=O)c3ccccc32)C1c1ccc(Cl)cc1 (stereo unspecified)	10	-6	0.3	-6	-2	2	-12	-10	3	.
CC(C)=CCN1CCN(Cc2c[nH]c3ccccc23)CC1CCO (stereo unspecified)	8	-1	0.3	-4	7	2	-2	-8	0	0
Cc1ccnc(NC(=O)c2ccoc2C)c1	-9	.	5.3	-10	-6	-9	-6	9	3	44
Nc1ccc(C(=O)OC2CCOC2=O)cc1[N+](=O)[O-] (stereo unspecified)	0	.	1.6	0	1	2	-6	0	0	3
COc1ccc(NC(=O)CSCCc2ccccn2)cc1OC	-6	3	-0.4	0	3	1	-6	6	3	7
CCOC(=O)N1CCN(C(=O)C2CCC(CNS(=O)(=O)c3ccccc3)CC2)CC1 (stereo unspecified)	37	.	-1.7	-18	-19	5	-2	.	6	-7
CCN1C(=O)N[C@@H](c2cccc(F)c2)C(C(C)=O)=C1C	-11	-3	0.5	18	-5	5	-5	11	-1	3
Nc1ccc(-c2cc3ccccc3c(=O)o2)cc1	-25	0	0.0	-12	-3	2	-10	25	-2	-72
O=c1cc(CN2CCCCCC2)nc2sccn12	-42	.	1.5	-7	-13	0	-8	42	-8	-16

Just cardiac RTF act (3 entries from above):
molecule | cardiac RTF act
CCn1ncc(/C=N\NC(=O)COc2ccccc2)c1C | -3
CN(C)C(=S)SCC(=O)NCc1ccc(F)cc1 | 2
N#CC1=C(SCC(N)=O)NC2=C(C(=O)c3ccccc32)C1c1ccc(Cl)cc1 (stereo unspecified) | 2

Source: PubChem BioAssay (several laboratories)
